MITF act = increases MITF-driven TRPM1 promoter luciferase signal; AID 588334; actives 0.75% (n = 300,000); activation, % at 12.5 µM; SK-MEL-5 TRPM1-promoter luciferase, 24 h; % of positive control, neutral wells = 0;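 active = mean activation of at least 80% with every replicate also reaching 80%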;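 also: 0% = neutral control wells and 100% = parthenolide positive control wells; values of inactives mirror those of a sister screen read the other way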
Rtt109 HAT inh = inhibitors of Candida albicans Rtt109/Vps75 histone acetyltransferase; Q5AAJ8; purified Rtt109/Vps75, ThioGlo CoA-SH fluorescence, 4 h; inhibition, % at 34.9 µM; actives 0.16% (n = 330,000); AID 540336;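 active = inhibition of at least 50% in every replicate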
Wnt act = activates Wnt/beta-catenin signaling in a reporter cell assay; activation, % at 9.35 µM; activator, plate reader; actives 1.2% (n = 300,000); in the data active = activation above about 30%, passing the limit was not always enough;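 also: 0% = neutral control wells and 100% = positive control wells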
Tat export inh = blocks Tat-dependent protein export in E. coli | inhibition, % at 10 µM | AID 488895 | E. coli MC4100 TorA-mCherry Tat export, fluorescence | actives 0.036% (n = 340,000);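 active = mean replicate inhibition at least 50% and at least half of replicates individually reaching 50%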;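 also: exported cargo escapes ClpAP degradation while cytoplasmic cargo is degraded and loses fluorescence; 0% = median of neutral control wells and 100% = median of NaSCN control wells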
V-ATPase pH = regulators of yeast V-ATPase proton transport | S. cerevisiae, pHLuorin cytosolic pH fluorescence | response, % at 10 µM | actives 0.37% (n = 350,000) | AID 504577; in the data active = response mostly above about 7.3%, no sharp cut-off; inactive = mostly below about 5.4%; also: actives read high; inactives centre near 0; some compounds called inactive have numbers as strong as hits; reference of the scale not given here
dFosB activator = activators of mouse delta FosB homodimer. P13346. purified delta FosB, TAMRA-CDK5 oligo fluorescence polarization; percent of positive-control signal above neutral wells. activation, % at 25 µM. actives 0.99% (n = 340,000). AID 493131;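 active = mean activation above about 17%, with every replicate also reaching it, limit read from the data, passing the limit was not always enough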;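 also: fluorescence polarization rise as delta FosB binds a TAMRA Cdk5 AP-1 oligo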
Target sequence (P13346 whole entry, looked up): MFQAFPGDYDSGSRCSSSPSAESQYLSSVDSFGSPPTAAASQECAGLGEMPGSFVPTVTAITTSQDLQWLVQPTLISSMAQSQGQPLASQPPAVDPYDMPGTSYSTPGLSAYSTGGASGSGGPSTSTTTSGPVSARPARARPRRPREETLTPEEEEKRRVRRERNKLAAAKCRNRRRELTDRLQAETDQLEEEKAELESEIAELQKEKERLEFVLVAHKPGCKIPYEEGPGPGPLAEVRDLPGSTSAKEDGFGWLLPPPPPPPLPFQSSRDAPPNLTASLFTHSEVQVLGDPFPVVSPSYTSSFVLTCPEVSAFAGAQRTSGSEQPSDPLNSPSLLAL
RTF Ca sens act = cardiac RTF calcium sensitization; P19429+P45379; actives 0.24% (n = 340,000); IANBD-labeled TnC RTF fluorescence at EC20 calcium; 0% EC20 calcium, 100% full calcium; activation, % at 7.2 µM;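 active = activation above the mean over all tested compounds plus 3 SD, cut at about 30% in these data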;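 also: rise in fluorescence read as greater calcium sensitivity of cardiac thin filaments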
CAL PDZ FP-1 = inhibitors of human CAL PDZ peptide binding; Q9HD26; purified CAL PDZ, TMR-peptide fluorescence polarization, 1 h; inhibition, % at 20 µM; actives 0.02% (n = 330,000); AID 504414;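 active = highest replicate inhibition of at least 40%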;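 also: plate controls were DMSO neutral control wells for no effect and unlabeled competitor peptide control wells for full effect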
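Material: tagged CAL PDZ domain; buffer or medium: 25 mM sodium phosphate pH 7.4, 150 mM NaCl, TCEP, IgG, Thesit; compound dosing: single point, 20 µM; schedule: 1 h incubation at room temperature before polarization reading; measured by: FP readout, S and P plane fluorescence; read-out basis: percent inhibition from loss of millipolarization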
CAL PDZ FP-2 = inhibitors of human CAL PDZ peptide binding; Q9HD26; purified CAL PDZ, TMR-peptide fluorescence polarization, 1 h; inhibition, % at 24.9 µM; actives 0.92% (n = 300,000); AID 602252;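 active = mean inhibition of at least 30% with at least half of replicates also reaching 30%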;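 also: 0% = DMSO neutral control and 100% = excess unlabeled competitor peptide PRC23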
CDK5 p35 inh = blocks human CDK5/p35 kinase activity | Q00535+Q15078 | Recombinant CDK5/p35, ADP-Glo luminescence, 60 min | inhibition, % at 10 µM | actives 0.01% (n = 330,000) | AID 488839;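 active = highest replicate inhibition of at least 50% and at least 75% of replicates reaching 50%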;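 also: plate controls were DMSO neutral control for no effect and GW8510 at 10 µM for full effect; many of its hits are not listed in these tables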
Target sequence (Q00535 whole entry, looked up): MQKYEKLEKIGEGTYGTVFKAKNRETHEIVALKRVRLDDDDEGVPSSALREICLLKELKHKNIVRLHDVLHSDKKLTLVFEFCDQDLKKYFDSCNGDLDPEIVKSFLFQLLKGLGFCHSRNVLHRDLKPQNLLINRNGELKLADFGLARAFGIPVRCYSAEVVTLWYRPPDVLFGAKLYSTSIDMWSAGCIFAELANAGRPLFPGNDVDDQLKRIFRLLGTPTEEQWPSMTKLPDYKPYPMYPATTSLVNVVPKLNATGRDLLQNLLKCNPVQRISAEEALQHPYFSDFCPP
Target sequence (Q15078 whole entry, looked up): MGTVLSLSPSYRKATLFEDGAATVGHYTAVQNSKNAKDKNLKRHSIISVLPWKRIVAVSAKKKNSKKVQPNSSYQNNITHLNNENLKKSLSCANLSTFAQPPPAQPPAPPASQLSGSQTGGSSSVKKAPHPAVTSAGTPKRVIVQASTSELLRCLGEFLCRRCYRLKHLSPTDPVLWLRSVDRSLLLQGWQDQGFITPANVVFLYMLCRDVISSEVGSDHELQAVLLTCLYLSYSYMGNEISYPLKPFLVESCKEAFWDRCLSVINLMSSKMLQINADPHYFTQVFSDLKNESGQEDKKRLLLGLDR
Starred values were filed as active, the others as inactive; . = no result given. Compounds as they come (roughly 4.1% active in at least one column).

Compound	MITF act	Rtt109 HAT inh	Wnt act	Tat export inh	V-ATPase pH	dFosB activator	RTF Ca sens act	CAL PDZ FP-1	CAL PDZ FP-2	CDK5 p35 inh
Cc1ccc(CCNC(=O)c2sc3nc4n(c(=O)c3c2C)CCC4)cc1	-2.6	13.5	1.5	-14.0	-1.1	-17.1	-4.0	-3.1	-0.3	1.4
Cc1c(C)n(Cc2ccc(Cl)cc2)c2ccc(C(=O)NCCN3CCOCC3)cc12	-4.9	13.1	-3.2	5.1	7.3	1.1	3.4	-0.1	-3.7	-1.7
CCOc1cc(S(=O)(=O)n2ccnc2)ccc1Br	6.3	-10.5	0.3	-2.9	-0.9	-1.8	0.7	0.4	.	-1.9
N#Cc1ccccc1NS(=O)(=O)c1cc2c3c(c1)CCN3C(=O)CC2	-4.0	-1.1	-1.9	-1.9	-2.6	-9.3	-1.4	-0.4	.	1.3
CCc1ccccc1NC(=O)c1cccc(NC(=O)/C=C/c2ccco2)c1	2.2	-0.9	109.6*	8.8	1.1	-3.9	-0.4	-4.7	-5.5	1.3
COc1ccc(-c2[nH]ncc2CN(C)CCCN2CCOCC2)cc1F	8.2	3.0	1.8	19.2	-1.2	-2.9	14.3	-0.7	3.1	-5.9
CC(Oc1cccc(Cl)c1)C(=O)Nc1nc(-c2ccccn2)cs1 (stereo unspecified)	-62.0	-1.9	-5.8	3.1	1.2	-4.0	4.0	-3.1	6.4	-3.4
CCOC(=O)C1=C(c2ccccc2)OC(N)=C(C#N)C1c1ccc(Cl)s1 (stereo unspecified)	-2.7	7.4	.	-1.4	2.9	-5.5	3.4	0.3	1.6	2.4
COc1cc(OC)c2ccc(=O)oc2c1C(CC(=O)N1CCCC1)c1ccc2c(c1)OCO2 (stereo unspecified)	-0.1	-0.2	-3.0	-7.0	2.9	4.9	-6.5	-0.7	0.2	1.8
Cc1cccc(N=C2NC(=O)/C(=C3/C(=O)N(C)c4ccccc43)S2)c1C	-14.2	-8.6	-0.9	10.6	6.5	-2.8	9.1	-1.5	0.7	-4.2
COc1ccc(CC(=O)Nc2cccc(-c3ccc4nnc(C)n4n3)c2)cc1OC	-6.4	4.4	2.6	3.5	1.1	72.7*	-1.4	-8.7	-6.9	0.0
O=c1nc(N/N=C/c2ccco2)cn[nH]1	-12.1	.	-1.0	-8.6	-3.8	-3.3	0.2	-0.8	-5.3	-0.1
Cc1ccc(NC(=O)C/C(N)=N/OC(=O)Nc2cccc(C)c2)cc1	9.6	-2.0	6.6	-1.7	2.4	-5.4	-5.6	0.5	14.3	0.8
COc1ccc(CCN2CC(C(=O)OC(C)C(=O)Nc3ccc(NC(C)=O)cc3)CC2=O)cc1OC (stereo unspecified)	0.8	-2.5	4.6	-0.4	-2.8	-13.2	-5.0	-0.4	0.2	-1.4
O=C(O)Cc1csc(Nc2cccc(Cl)c2)n1	14.6	-2.0	11.6	-1.6	-1.5	6.6	7.4	-0.4	-2.3	-1.1
CCCCCCCSc1nnc(N)s1	3.1	4.9	8.4	-8.6	-4.3	3.7	3.9	-0.3	-1.1	0.5
CCN(C(=O)c1cnc(NC(C)C)cc1C(F)(F)F)c1ccc(Cl)cc1Cl	-4.4	13.5	-4.0	6.4	4.0	-16.6	-1.9	-0.4	.	-0.4
CCCCN(C)CCNC(=O)CCn1nc(-c2ccc(Cl)cc2)ccc1=O	2.0	-5.0	-0.5	1.4	-2.4	3.6	-2.7	-2.5	.	1.9
CCN(CC)C(=O)Cn1cc(S(=O)(=O)CC(=O)Nc2ccc(C(N)=O)cc2)c2ccccc21	-3.0	-0.2	-0.3	-3.9	-1.4	3.3	-2.2	-0.1	.	-1.2
Cc1ccc(-c2nc(CN(C)Cc3cccc4cnccc34)c(C)o2)s1	9.7	10.6	-7.9	-1.6	2.0	-14.5	-2.0	-2.0	-4.5	0.8
CCn1c(CC(=O)Nc2ccccc2)nnc1SCC(=O)NC1=NCCS1	6.8	0.3	-1.7	21.7	7.4	2.9	-6.3	-3.6	-2.7	-11.6
COC(=O)c1cc(C)ccc1OCc1ccc([N+](=O)[O-])cc1	38.1	-6.6	3.7	1.7	-2.8	4.5	-2.6	-0.6	.	0.0
O=C(c1cc(=O)c2ccccc2o1)N1CCN(c2cccc(Cl)c2)CC1	4.1	12.0	-0.2	0.8	-2.8	-0.4	0.5	-1.4	3.3	-0.9
Cc1ccc(N=C2C(=O)Nc3ccccc32)cc1	-9.2	3.2	1.7	-8.7	0.7	-4.3	8.1	0.1	-5.5	0.7
Cc1ccc(Cl)cc1NC(=O)COC(=O)C1CC1	1.0	-3.1	-2.8	-5.6	7.8	-2.0	-1.3	-2.6	0.4	0.4
COc1ccc(CCNC(=O)CCSc2nc(-c3ccco3)cc(C(F)(F)F)n2)cc1OC	2.2	-8.5	.	-12.2	0.4	-8.3	-4.0	-0.1	.	-0.3
CC1(c2ccc3c(c2)OCCO3)NC(=O)N(CC(=O)c2ccc[nH]2)C1=O (stereo unspecified)	-5.9	5.4	-2.3	9.2	4.8	-10.8	0.4	1.1	.	2.3
CC(=O)N1c2ccccc2[C@H](C)[C@H]1C	-5.6	1.9	2.1	-12.5	-1.2	-4.6	-3.5	-0.1	-2.1	-0.6
CN(C)c1nc(Nn2cnnc2)nc(N(C)C)n1	5.5	.	2.2	-6.0	4.1	-12.6	2.0	-0.4	.	-0.6
CCCNC(=S)Nc1ccc(CC(=O)OC)cc1	-3.3	-11.5	0.4	3.9	0.4	-2.8	1.9	-1.1	-1.5	-0.5
CC(C)(C)SCCNC(=O)c1ccc(CN2CCc3ccccc3C2)cc1	52.6	-0.3	11.9	-1.0	0.2	-5.5	1.2	0.3	-6.1	1.0
COC(=O)CC1=C(C(=O)OC)C(c2cc(OC)c(OC)cc2OC)C(C#N)=C(N)O1 (stereo unspecified)	2.7	1.1	.	-4.2	-1.4	-6.3	0.1	-0.6	1.6	0.2
CSc1nc(N2CCOCC2)c2c(c1C#N)CC(C)(C)OC2	-4.6	2.3	.	9.5	-1.8	-4.9	-3.9	-2.0	-3.8	-1.1
C=CCN(C(=O)c1csnn1)C(C(=O)NC1CCCCC1)c1ccccc1 (stereo unspecified)	0.3	-4.4	-2.6	-0.4	2.1	-4.7	-2.0	-1.6	-1.1	0.6
CC1CN(C(=O)c2cccc(S(=O)(=O)Nc3ccc(Cl)cc3)c2)CC(C)O1 (stereo unspecified)	-7.4	8.5	-1.0	0.9	4.9	-0.4	-1.9	-2.2	-0.7	5.2
COc1cccc(CN(C)C(=O)c2cccc(OCc3ccccc3)c2)c1	-7.5	-20.2	-3.1	26.6	0.8	-7.0	5.2	-2.9	-6.6	-0.3
O=C(COC(=O)c1ccccc1O)NNC(=O)c1ccc(Br)cc1	9.4	17.7	6.6	6.7	-1.5	12.3	-6.6	-2.2	-0.4	1.0
Cc1cccc(NC(=O)CSc2nnc(C3CC3)n2CC2CCCO2)c1 (stereo unspecified)	-6.3	-2.8	-0.8	-2.3	1.8	-7.6	-2.7	-1.9	-2.6	0.6
c1ccc(CN2CCc3[nH]c4ccccc4c3C2)cc1	.	0.2	-3.8	0.7	-3.1	-8.2	-5.9	0.5	-1.1	0.9
O=C(N/N=C/c1ccncc1)c1cccc(S(=O)(=O)N2CCCC2)c1	-3.9	-5.4	0.3	0.9	0.0	-11.8	2.0	-1.7	0.2	2.0
c1ccc(NCc2cccc3ccccc23)nc1	-13.1	-2.0	17.8	-7.9	-1.8	5.0	-4.1	-0.3	-2.2	-1.4
CCC1=C2CC[C@H]3C(=O)N(c4ccccc4)C(=O)[C@H]3[C@H]2[C@@]2(C)C(=NCc3ccccc3)OC(=O)N2C1=O	-3.5	7.1	1.0	0.1	2.1	-4.5	-11.5	-0.9	0.4	-0.5
C=CCNC(=S)/N=c1/ccccn1Cc1ccccc1	.	8.2	-1.6	-2.0	3.1	-1.3	-4.0	0.7	-1.8	0.3
Cc1ccc(S(=O)(=O)N2CCC(Oc3ccc(-n4cnnn4)cc3)CC2)cc1	-5.5	-4.5	-1.4	5.8	0.9	58.6*	-0.8	-1.4	-3.7	0.8
CN(C)c1ccc(/C=N/NC(=O)CNC(=O)c2ccco2)cc1	9.5	-5.3	2.0	-1.2	3.1	-5.9	1.6	-2.4	-0.9	0.7
O=C(c1cccs1)N(Cc1ccco1)C1CCS(=O)(=O)C1 (stereo unspecified)	-4.0	4.8	-5.9	1.8	5.4	-1.2	0.2	-0.4	1.2	1.4
O=C(O)c1c(-n2cccc2)sc2c1CCCC2	9.4	-4.1	-2.0	-2.4	1.1	-3.0	6.0	-1.9	-3.3	-0.2
CC(C)(C)OC(=O)NCCCC[C@H](NC(=O)c1nc[nH]c1C(=O)NCC(=O)OCc1ccccc1)C(=O)OC(C)(C)C	-3.4	21.4	-8.8	24.5	-0.8	-6.2	-3.8	-0.4	-3.1	1.7
CN(C)S(=O)(=O)c1ccc(Cl)c(C(=O)OCC(=O)c2ccco2)c1	-8.0	-1.0	2.8	0.7	1.8	-11.7	5.3	-0.1	0.7	0.1
CCOC(=O)c1sc(NC(=O)C2=COCCO2)c(C#N)c1C	14.4	2.4	4.3	2.6	0.1	-4.7	-0.4	-2.7	-1.5	0.6
Cc1nnc(NC(=O)C2CSC3(C)CCC(=O)N23)s1 (stereo unspecified)	-2.3	-0.5	1.7	-3.6	-3.8	-1.3	-5.0	-1.4	-2.0	0.4
CCOc1ccc(NC(=O)CCS(=O)(=O)c2ccc3c(c2)CCCN3C(C)=O)cc1	-12.8	-7.7	-10.8	-11.4	-75.0	2.8	-5.7	0.0	-2.5	-1.3
O=c1[nH][nH]c(C(F)(F)F)c1C=Nc1ccc(Cl)cc1	-0.7	-23.2	.	-7.8	1.5	-2.4	-1.2	-1.0	-3.0	1.4
c1ccc(-c2cnc(-c3ccccc3)nn2)cc1	14.3	-0.1	23.4	-3.8	-0.9	-3.3	-5.1	-0.4	-5.4	1.4
COc1ccc([C@@]2(O)c3c(ccc(CC=C(C)C)c3O)NC(=O)[C@@H]2OC)cc1	.	-1.0	-0.5	4.0	-0.8	-1.6	2.4	-0.3	-5.5	-1.3
Fc1ccc(Cn2cnc3ccccc32)cc1	-3.5	-1.5	7.5	-4.1	-0.1	-1.4	1.2	0.3	-1.7	1.6
Cc1cccc(NC(=O)C2CCN(S(C)(=O)=O)CC2)c1C	.	-6.5	-1.9	-3.4	1.3	0.6	-0.8	-4.4	55.3*	-1.8
CCc1cccc2c(C(=O)C(F)(F)F)cn(CC(=O)NCC3CCCO3)c12 (stereo unspecified)	4.1	-3.8	.	-3.1	3.0	0.6	-2.9	-2.8	-2.3	0.6

High-throughput results (PubChem)
